Mcl1 Bid PPI = Mcl-1/Bid interaction inhibition; inhibition, % at 21.7 µM; AID 1021; hit rate 0.97% among 220,000; Q07820; TR-FRET Mcl-1/Bid-Dy647 peptide binding, 1536-well;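 active means compounds that cut the binding signal by more than half at the single screening dose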;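 further: His-tagged Mcl-1 with europium anti-His antibody binding Bid BH3 peptide; 0% = Mcl-1 plus peptide wells and 100% = peptide-only wells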
Target sequence (Q07820 whole entry, looked up): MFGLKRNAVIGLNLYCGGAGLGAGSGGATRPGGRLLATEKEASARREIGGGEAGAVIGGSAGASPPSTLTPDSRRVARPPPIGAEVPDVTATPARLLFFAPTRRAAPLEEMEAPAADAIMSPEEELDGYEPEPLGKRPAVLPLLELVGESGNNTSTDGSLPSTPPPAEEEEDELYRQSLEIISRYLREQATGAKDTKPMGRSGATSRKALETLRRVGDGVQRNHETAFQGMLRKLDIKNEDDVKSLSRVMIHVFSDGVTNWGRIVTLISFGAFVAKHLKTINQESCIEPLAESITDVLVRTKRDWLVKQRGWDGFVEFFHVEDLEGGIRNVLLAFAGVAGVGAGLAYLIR
Rab7 wt modul = modulators of GTP binding to dog Rab7 wildtype GTPase; GST-Rab7 beads, fluorescent GTP binding, flow cytometry; actives lie on both sides; untreated = 100%, excess cold GTP = 0%; GTP binding activity (percent of control), % at 10 µM; hit rate 0.055% among 190,000; AID 758;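 active means fluorescent GTP binding to Rab7 beads changed by at least 20 points from the 100% baseline, either direction, mostly lower; inconclusive means compound itself probably fluorescent, or too few beads counted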;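 further: median green fluorescence of bound Bodipy-FL-GTP per Rab7 bead population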
RGS8-Gao = regulators of human RGS8-Galphao interaction | AID 1423 | hit rate 0.34% among 220,000 | response (percent of control binding), % at 10 µM | multiplexed bead flow cytometry, RGS8-Galphao binding; actives lie on both sides; in the data active means response below about 60% or above about 140%; inactive means in between;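 further: Galphao activated as the GDP aluminium fluoride complex binding bead-coupled RGS8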
Target sequence (P09471 whole entry, looked up): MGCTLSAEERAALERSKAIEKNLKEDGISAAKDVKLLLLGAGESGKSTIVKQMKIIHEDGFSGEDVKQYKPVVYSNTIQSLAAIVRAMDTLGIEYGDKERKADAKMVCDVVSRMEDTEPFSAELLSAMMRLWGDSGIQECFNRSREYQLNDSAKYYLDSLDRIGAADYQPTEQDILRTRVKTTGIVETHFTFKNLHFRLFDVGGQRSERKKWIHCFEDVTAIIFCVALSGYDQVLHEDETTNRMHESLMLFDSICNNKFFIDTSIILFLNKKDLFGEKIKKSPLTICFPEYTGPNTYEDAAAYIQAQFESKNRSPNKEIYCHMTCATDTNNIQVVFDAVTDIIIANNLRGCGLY
HRas wt GTP = human HRas wildtype GTP binding, change in either direction. hit rate 0.14% among 190,000. P01112. AID 759. GST-Ras wt beads, Bodipy-FL-GTP binding, flow cytometry; actives lie on both sides. GTP binding activity, % at 10 µM;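 active means GTP binding activity at least 20% away from the 100% baseline, either lowered as inhibitor or raised as activator; inconclusive means flagged as likely green fluorescent, judged across all proteins in the well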;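 further: 0% = unlabeled GTP competition control and 100% = no-compound control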
Pf gametocyte = inhibitors of late stage P. falciparum gametocyte viability; P. falciparum stage V gametocytes, ATP luminescence, 24 h; inhibition, % at 10.9 µM; hit rate 0.065% among 150,000;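 active means inhibition above the mean plus 3 SD of compounds within the control limits, set per campaign, cut at about 38% in these data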;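 further: 0% = DMSO wells and 100% = medium only without gametocytes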
Mcl1 Noxa PPI = disrupts binding of human Mcl-1 to Noxa peptide; TR-FRET Mcl-1/Noxa peptide binding, 2 h; Q07820; hit rate 1.5% among 220,000; inhibition, % at 21.7 µM;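 active means compounds that cut the protein-peptide binding signal by more than 50% relative to plate controls in a single-dose test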;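 further: His-tagged Mcl-1 with rhodamine Noxa BH3 peptide and terbium anti-His antibody; 0% = Mcl-1 plus Noxa peptide wells and 100% = peptide-only wells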
Rab2A wt mod = changes GTP binding to wildtype dog Rab2A, up or down; P61105; GST-Rab2 wt beads, Bodipy-GTP binding, flow cytometry; GTP binding activity, % at 10 µM; hit rate 0.19% among 190,000;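 active means GTP binding activity at least 20 points away from 100%, either lowered or raised; inconclusive means signal likely due to the compound's own green fluorescence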;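 further: 0% = beads with excess unlabeled GTP and 100% = no-compound control corrected for plate trend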
Bim-Mcl-1 = human Bim-Mcl-1 interaction inhibition; Q07820; Bead-based flow cytometry, Bim peptide-Mcl-1 binding; inhibition, % at 10 µM; hit rate 0.1% among 190,000; in the data active means inhibition above about 40%;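 further: 0% = no compound tracer wells and 100% = peptide blocker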
Cdc42 wt = human Cdc42 wildtype GTP binding change, either direction; P60953; GST-Cdc42 beads, Bodipy-GTP binding, flow cytometry; actives lie on both sides; percent activity (GTP binding), % at 10 µM; hit rate 0.2% among 190,000; AID 761;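 active means percent activity GTP binding at least 20 points away from the 100% baseline, either down as inhibitor or up as activator; inconclusive means compound flagged as likely green fluorescent from well-wide comparison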;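 further: median bead fluorescence of bound Bodipy-FL-GTP at 100 nM; 0% = excess unlabeled GTP control and 100% = no compound control; below 100% means less GTP binding so inhibitor and above means activator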
Target sequence (P60953 whole entry, looked up): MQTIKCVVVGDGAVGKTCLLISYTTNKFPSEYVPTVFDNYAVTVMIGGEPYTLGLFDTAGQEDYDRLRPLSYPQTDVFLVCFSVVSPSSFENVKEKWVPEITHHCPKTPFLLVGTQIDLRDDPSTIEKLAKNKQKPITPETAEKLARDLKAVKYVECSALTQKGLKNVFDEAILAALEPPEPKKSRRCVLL
Rac1 mut GTP = alters GTP binding to activated mutant human Rac1; hit rate 0.11% among 190,000; GST-Rac1 activated beads, fluorescent GTP binding, flow cytometry; actives lie on both sides; 100% means binding = to untreated wells; P63000; percent activity (GTP binding), % at 10 µM;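 active means GTP binding at least 20 percentage points away from the 100% baseline, in either direction, so actives lie on both sides; inconclusive means Compound likely fluorescent itself, or too few beads counted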
Rac1 wt GTP bind = alters GTP binding to wildtype human Rac1 | P63000 | GST-Rac1 beads, fluorescent GTP binding, flow cytometry; actives lie on both sides; 0 = cold GTP competed, 100 = untreated | GTP binding activity (% of control), % at 10 µM | hit rate 0.27% among 190,000 | AID 757;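 active means GTP binding activity at least 20 points away from the 100% control level, either lower or higher; inconclusive means compound flagged as likely green fluorescent, judged across all proteins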
Numbers without * were called inactive; ? = inconclusive; . = not tested or not shown.

SMILES	Mcl1 Bid PPI	Rab7 wt modul	RGS8-Gao	HRas wt GTP	Pf gametocyte	Mcl1 Noxa PPI	Rab2A wt mod	Bim-Mcl-1	Cdc42 wt	Rac1 mut GTP	Rac1 wt GTP bind
CCOc1ccccc1NC(=O)CSc1nnc(-c2cnccn2)n1C	-14	104	101	107	-27	12	107	0	109	103	108
Cc1ccc(Nc2ncnc3sc(C)c(C)c23)cc1C	2	100	98	102	.	7	102	-3	101	98	105
Cc1ccccc1OCC(=O)NCC1CCCO1 (stereo unspecified)	-2	99	100	97	.	4	96	-1	100	99	96
Cc1cc(C)n2c(SCC(C)C)nnc2n1	-5	96	101	97	-3	0	97	0	97	96	103
Cc1ccc(CNC(=O)CCCn2c(=O)[nH]c3ccccc3c2=O)cc1	-9	100	101	100	.	-1	99	-1	101	98	103
O=C(Nc1ncc(Cc2cccc(Cl)c2Cl)s1)C1CCCO1 (stereo unspecified)	-2	95	110	97	21	14	98	1	97	97	101
CCOC(=O)C1=C(c2ccccc2)O/C(=C(\C(=O)OC)C(F)(F)F)S1	-29	100	97	99	.	-25	100	4	96	98	101
CCOc1cc(OCC)cc(C(=O)Nc2cccnc2)c1	-14	97	99	102	.	-9	100	-2	103	103	107
O=C(CSc1nc2ccc(NC(=O)CSc3nnnn3Cc3ccccc3)cc2s1)Nc1ccccc1	-16	99	104	100	.	16	99	11	100	98	105
CCCCNC(=O)CSc1nc(CCC)nc2ccccc12	-8	97	102	97	3	5	97	1	97	94	98
Cc1cc(C(=O)Nc2ccon2)cs1	-28	99	99	95	.	7	97	2	95	94	96
O=C(OCC(=O)N1CCN(C(=O)c2ccco2)CC1)c1cc(-c2cccc(Br)c2)nc2ccccc12	-11	99	99	97	22	-8	97	3	101	97	102
COC(=O)CC1=NC(=O)CS1	-88	98	101	101	-16	8	98	-1	103	96	99
N/C(=N\OC(=O)c1cccc([N+](=O)[O-])c1)c1cccnc1	-7	94	98	103	8	-2	100	-3	106	101	109
CCCCCOCC1CC(C/C(C)=N/Nc2nc(-c3ccccc3)cs2)C(=O)O1 (stereo unspecified)	16	98	100	101	.	36	100	1	102	99	100
O=C(COCc1ccccc1)N[C@@H](Cc1ccc(O)cc1)C(=O)O	-1	103	99	98	.	-5	96	-2	96	96	97
CC(C)(C)NCC(O)COc1ccc(Br)cc1 (stereo unspecified)	-15	102	108	94	.	3	96	-1	93	94	93
O=C(CC(Sc1n[nH]c(-c2ccccc2)n1)c1ccccc1)NCc1ccccc1 (stereo unspecified)	-5	97	101	99	14	5	97	-5	100	98	102
COc1ccc(-c2cc(-c3ccc(OC)cc3)nc(-c3ccc4c(c3)NC(=O)CO4)c2)cc1	-13	99	105	101	12	-6	99	0	102	98	98
CC(C)(C)NC(=S)NC(=O)C12CC3CCC(CC(C3)C1)C2	-27	99	98	98	-1	4	96	-7	96	95	98
CC(=O)/C=C1\N(C)c2ccc(C)cc2C1(C)C	-47	109	103	101	-28	-8	106	-3	100	97	104
Cc1ccc2nc(Nc3ccc4[nH]c(=O)[nH]c4c3)c(-n3nc(C)cc3C)nc2c1	-5	99	104	98	.	26	97	-2	97	98	96
CCOC(CNc1ncnc2c1cnn2C)OCC	-36	92	100	99	-8	-4	94	0	106	99	94
O=c1[nH]c(CN2CCN(C/C=C/c3ccccc3)CC2)nc2ccccc12	-17	99	100	100	.	8	100	0	101	98	104
NC(=O)N/N=C/c1c(F)cccc1F	-3	102	104	106	-18	19	103	0	106	104	105
CC(=O)N1CCC(N(CCN2CCOCC2)C(=S)Nc2cc(C)ccc2C)CC1	-49	?	115	?	16	20	?	1	?	?	?
CC1CCCCC1NC(=O)/C(C#N)=C/C=C/c1ccccc1[N+](=O)[O-] (stereo unspecified)	-17	104	101	98	1	4	96	0	94	91	97
COc1ccc(OC)c(N(CC(=O)Nc2ccc(NC(C)=O)cc2)S(C)(=O)=O)c1	-25	103	103	101	-16	6	99	0	99	96	100
CC(=O)c1cc2c(cc1NC(=O)CN1CCC(Cc3ccccc3)CC1)OCO2	-5	103	95	104	-19	-10	104	1	104	101	106
O=C(Cc1ccccc1F)Nc1ccc(Cl)nc1	-8	97	97	100	3	-10	99	1	100	99	102
Cc1ccccc1NC(=O)c1cc(C(=O)c2cc(Cl)ccc2O)cn(-c2ccccc2C)c1=O	-11	98	104	100	-14	14	96	-4	98	99	102
CC(C)NC(=S)N/N=C1\CCCc2ccccc21	-36	104	91	96	5	17	96	-2	93	93	94
Cc1cc(SCC(=O)c2ccccc2)nc(C)n1	-11	98	102	99	0	-4	97	0	101	100	103
COCCCn1c(=S)[nH]c2sc3c(c2c1=O)CCCS3	-89	91	96	97	.	65*	96	-4	93	94	97
c1ccc2sc(NC3=NCN(C4CCCCC4)CN3)nc2c1	-1	103	99	102	.	12	102	-2	104	102	104
CS(=O)(=O)N(CC(=O)Nc1ccc2c(c1)OCO2)Cc1ccc(Cl)cc1	-16	102	101	101	-2	19	100	0	99	98	99
COc1ccc(-c2cc(C(F)(F)F)n3nc(C(=O)NCCN4CCOCC4)cc3n2)cc1	-7	93	96	92	2	6	92	0	94	93	95
COc1cc(NS(=O)(=O)c2cc(C(=O)N3CCN(C(C)=O)CC3)ccc2OC)cc(OC)c1	-5	94	101	93	.	15	95	0	92	93	90
COCCN(C(=O)CCCC(=O)Nc1ccccn1)C(C(=O)NC1CCCC1)c1ccc(C)cc1 (stereo unspecified)	12	99	102	101	.	5	101	-4	102	101	104
CCN(CC(=O)NCCc1ccccc1)S(=O)(=O)c1ccc(C)cc1	-5	103	100	98	-8	-10	100	3	99	97	102
CC1(C)Cc2c(C#N)c(SCC(=O)c3ccccc3)nc(N3CCOCC3)c2CS1	-22	99	102	102	.	-16	103	-1	104	102	105
COc1ccc(-c2c(C)[nH]n3c(=O)c(Cc4ccccc4)c(C)nc23)cc1OC	-36	89	101	86	.	4	82	0	83	88	82
Cc1cc(C)n(CC(=O)O)c(=O)c1[N+](=O)[O-]	-31	99	102	95	-6	2	96	0	90	93	95
CC(C)(C)Nc1nc(N)nc(Cl)n1	-25	106	109	101	-17	-3	100	2	100	98	101
Cc1cccc2c(C(=O)n3cccn3)cc(-c3ccccc3Cl)nc12	11	99	98	96	1	13	94	-3	100	96	100
CCNC(=O)c1c(C)[nH]c(C(=O)OCC)c1C	-22	99	102	102	.	-7	102	-1	105	99	107
FC(F)(F)c1ccc(NC(=S)NC2CCCCC2)cc1	-40	92	101	96	-20	-2	96	1	97	101	95
COc1ccc(NC(=O)CC2C(=O)N(c3ccc(Cl)cc3)C(=S)N2NC(=O)c2cccc(F)c2)cc1 (stereo unspecified)	-24	97	98	96	3	13	91	-5	107	100	102
CCOc1ccc(OCCn2c(=S)[nH]c3c(N)ncnc32)cc1	-54	106	98	102	4	37	101	-1	96	97	101
O=C(Cc1ccc(S(=O)(=O)N2CCOCC2)s1)Nc1nc2c(s1)CCCC2	-59	103	97	106	.	71*	105	0	105	102	103
COc1ccc(N(C(=O)c2cccc(OC)c2OC)C2C=CS(=O)(=O)C2)c(OC)c1 (stereo unspecified)	-5	97	99	96	-4	15	94	1	96	93	96
CCOC(=O)CNC(=O)CSc1nnc(-c2ccccc2)c(-c2ccccc2)n1	-5	102	103	96	28	0	96	0	93	94	94
O=C(CCN1C(=O)c2ccccc2S1(=O)=O)Nc1cccc2ccccc12	-21	103	101	97	32	11	96	-3	96	95	96
Cc1onc(-c2ccccc2)c1C(=O)N1CCOCC1	3	92	97	97	.	-1	94	-4	101	94	99
COc1cccc2c(=O)cc(C)n(CC(=O)Nc3cccc(C)c3)c12	3	100	103	99	-10	13	94	-3	101	96	100
O/N=C1/CCCSc2ccccc21	2	103	103	102	-20	86*	100	-2	102	99	104
O=c1cnnc(NCc2ccccc2)[nH]1	-27	98	102	98	.	-2	94	1	98	92	98
O=C(NCc1ccccc1)C1CCN(S(=O)(=O)N2CCCCCC2)CC1	-10	99	99	99	-3	8	100	-8	104	99	106
N#Cc1ccccc1CN1C(=O)S/C(=C/c2cccn2-c2cccc(C(=O)O)c2)C1=O	-29	94	104	96	11	66*	95	1	96	93	95
O=C(NNC(=O)c1cccs1)c1ccc(Cl)cc1	-3	96	107	98	-3	-2	98	-3	98	98	99

Some values from the results shown.
Under Rab2A wt mod, O=C(Nc1ncc(Cc2cccc(Cl)c2Cl)s1)C1CCCO1 (stereo unspecified) is listed with 98
Under Mcl1 Noxa PPI, CC(C)(C)NCC(O)COc1ccc(Br)cc1 (stereo unspecified) is listed with 3

Other compounds:
SMILES	Mcl1 Bid PPI	Rab7 wt modul	RGS8-Gao	HRas wt GTP	Pf gametocyte	Mcl1 Noxa PPI	Rab2A wt mod	Bim-Mcl-1	Cdc42 wt	Rac1 mut GTP	Rac1 wt GTP bind
CC(=O)C1=C(O)C(=O)N(CCC(=O)O)C1c1ccccc1Cl (stereo unspecified)	-48	105	82	106	17	13	103	0	105	99	106
OCC1(CCCc2ccccc2)CCN(Cc2cnc(N3CCOCC3)s2)CC1	-52	105	100	100	-3	17	101	0	100	98	99
Cc1ccc(NC(=O)Cn2c(=O)n(Cc3ccco3)c(=O)c3ccccc32)c(C)c1	-11	103	101	100	.	33	101	-4	103	98	105
O=C(O)c1ccccc1C(=O)NNc1ccc(F)cc1F	2	96	101	96	1	-4	96	2	99	95	101
O=C(Nc1ccc(-c2nc3ccccc3[nH]2)cc1)C1CCCO1 (stereo unspecified)	8	98	97	100	20	8	100	0	101	98	100
Cc1ccc2nc(-c3ccccn3)cc(C(=O)Nc3ccc4c(c3)OCO4)c2c1	-14	103	100	96	3	16	99	0	99	101	100
O=C(NCCC1=CCCCC1)c1cnsn1	0	97	100	98	.	3	96	-1	95	97	100
CCOC(=O)CN(Cc1sccc1C)C(=O)Nc1ccc(OCC)cc1	0	101	101	102	.	-2	101	-1	105	103	104
Cc1ccc(S(=O)(=O)Nc2ccc(-c3csc(-c4ccccc4)n3)cc2)cc1	-8	99	102	104	-10	6	104	-2	100	104	108
CCOC(=O)c1c(C)[nH]c(C(=O)OC/C(O)=C(\C#N)c2nc3ccccc3[nH]2)c1C	-48	97	102	100	.	15	99	-1	101	96	100
Cc1ccc(S(=O)(=O)NCCC(=O)Nc2nnc(C)s2)cc1	-9	99	101	103	21	11	103	0	108	100	105
CCc1ccc(C(=O)COC(=O)c2cncc(Br)c2)cc1	-20	99	104	101	2	3	100	0	102	99	106
